Bioassay records: PubChem BioAssay, National Center for Advancing Translational Sciences (NCATS)
G9a inh = inhibitors of human histone lysine methyltransferase G9a; Q96KQ7; G9a H3K9 monomethylation, AlphaScreen, 2 h; Potency, µM (titrated, usually from 102 µM), inactives show at the top dose activity, negative = inhibition, usual class: inhibitors; 8.8% of 350,000 active; further: potency means the concentration at half of the fitted maximal effect; on the % scale 0 is the no-effect control and ±100 the full control effect; nearly all actives have a fitted effect of over 75% in size
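Signal arises when biotinylated H3K9 peptide, once monomethylated, bridges streptavidin donor and antibody-captured acceptor beads. Enzyme at 20 nM was preincubated 15 min with test compounds; peptide 500 nM and SAM 20 uM then reacted for 2 h.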
Pin1 inhibitor = inhibitors of human Pin1 | Q13526 | Pin1 FP peptide displacement, HiFluor488, 10 min | Potency, µM (top dose mostly 115 µM), without a hit: at the top dose activity, negative = inhibition, most hits filed as inhibitors | 0.009% of 390,000 active | AID 504891; active means well fitted inhibition curve with a large enough effect in the polarisation, with a control signal flat, not every such curve was filed as active; inconclusive means small, poorly fitted or top-dose-only effect, or effect the other way, or a change in a side signal; inactive means no such curve, though single readings can be large or run the other way; the % refers to the polarisation; further: potency means the concentration at half of the fitted maximal effect; on the % scale 0 is the no-effect control and ±100 the full control effect
Target sequence (Q13526 whole entry, looked up): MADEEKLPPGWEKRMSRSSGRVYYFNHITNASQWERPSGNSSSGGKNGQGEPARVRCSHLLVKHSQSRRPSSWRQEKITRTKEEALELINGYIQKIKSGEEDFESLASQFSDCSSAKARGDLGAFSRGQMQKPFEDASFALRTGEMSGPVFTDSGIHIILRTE
PGK inhibitor = T. brucei PGK inhibition; P07378; PGK/GAPDH coupled, Kinase-Glo luminescence, 60 min; Potency, µM (series often up to 57.5 µM), without a hit: top-dose activity change, negative = inhibition, actives largely listed as inhibitors; 0.043% of 380,000 active; AID 602233; further: potency means the concentration at half of the fitted maximal effect; on the % scale 0 is the no-effect control and ±100 the full control effect; nearly all actives have a fitted effect of over 60% in size
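Recombinant glycosomal PGK reaction used 1,3-bisphosphoglycerate generated in-well by GAPDH (100nM final) in 100mM TEA pH 7.6, 5mM MgCl2, 0.01% Tween-20. After 60 minutes at room temperature, ATP was read by Kinase-Glo Plus luminescence end-point.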
GLS inhibitor = glutaminase GLS (human) inhibition; GLS enzymatic activity, qHTS titration; O94925; 0.21% of 410,000 active; Potency, µM (series often up to 45.5 µM), without a hit: top-dose activity change, negative = inhibition, usual class: inhibitors; AID 624170; further: potency means the concentration at half of the fitted maximal effect; on the % scale 0 is the no-effect control and ±100 the full control effect
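Enzyme dispensed in phosphate buffer (45 mM, pH 8.2, 0.02% Tween-20), compounds pinned in, then 1 mM L-glutamine solution and the glutamate oxidase–HRP–Amplex Red mix added; fluorescence read immediately and again after 30 min at room temperature.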
PI4K2A inh = inhibitors of human PI4K2A. Q9BTU6. purified PI4K2A, ADP-Glo luminescence, 1 h; stronger effect = lower value. activity change, negative = inhibition, % at 76.9 µM. 0.13% of 420,000 active; in the data active means activity change below about -50%; inconclusive means mostly about -30% to -49%;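 further: -100% = wells without enzyme as full effect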
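Compounds are screened against recombinant PI4K2A using PI as substrate and ATP, the latter dispensed at 300 microM. Reactions run one hour at ambient temperature before ADP-Glo detection; full inhibition defined by wells lacking enzyme.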
POLH inh = blocks human DNA polymerase eta activity. Q9Y253. recombinant Pol eta, fluorescent DNA replication assay. Potency, µM (doses to about 114 µM), for the others: top-dose activity change, negative = inhibition, hits mostly inhibitors. 1.2% of 390,000 active; further: potency means the concentration at half of the fitted maximal effect; on the % scale 0 is the no-effect control and ±100 the full control effect
Target sequence (Q9Y253 whole entry, looked up): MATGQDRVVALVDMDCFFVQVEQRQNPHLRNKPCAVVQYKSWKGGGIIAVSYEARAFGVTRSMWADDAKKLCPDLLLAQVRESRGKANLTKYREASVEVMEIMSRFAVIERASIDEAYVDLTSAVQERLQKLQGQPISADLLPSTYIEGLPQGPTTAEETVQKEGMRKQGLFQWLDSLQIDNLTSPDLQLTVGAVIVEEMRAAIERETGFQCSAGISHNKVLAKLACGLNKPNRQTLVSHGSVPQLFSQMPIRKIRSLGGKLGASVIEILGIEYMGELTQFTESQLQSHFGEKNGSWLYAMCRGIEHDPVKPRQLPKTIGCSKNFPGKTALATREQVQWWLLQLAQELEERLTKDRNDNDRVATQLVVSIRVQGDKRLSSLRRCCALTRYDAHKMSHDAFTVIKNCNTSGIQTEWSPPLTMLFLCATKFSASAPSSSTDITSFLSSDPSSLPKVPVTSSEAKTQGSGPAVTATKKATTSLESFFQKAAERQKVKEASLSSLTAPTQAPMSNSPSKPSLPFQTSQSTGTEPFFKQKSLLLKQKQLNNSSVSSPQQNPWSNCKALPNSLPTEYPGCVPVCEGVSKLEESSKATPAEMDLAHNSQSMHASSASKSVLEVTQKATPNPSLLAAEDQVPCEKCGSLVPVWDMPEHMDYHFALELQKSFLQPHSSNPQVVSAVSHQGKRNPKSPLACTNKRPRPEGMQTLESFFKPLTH
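Pol eta at 10 nM preincubated with compounds 15 min at room temperature; reaction started with fluorescent substrate (50 nM final) and read kinetically at 0 and 10 min.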
HP1b chromo inh = inhibitors of HP1-beta chromodomain binding to methylated histone tails. P83916. AlphaScreen HP1-beta / biotin-H3K9me3 peptide binding. Potency, µM (highest dose often 114 µM), for the others: top-dose activity change, negative = inhibition, actives largely listed as inhibitors. 0.56% of 390,000 active; further: potency means the concentration at half of the fitted maximal effect; nearly all actives have a fitted effect of over 70% in size; inactives centre near 23
Target sequence (P83916 whole entry, looked up): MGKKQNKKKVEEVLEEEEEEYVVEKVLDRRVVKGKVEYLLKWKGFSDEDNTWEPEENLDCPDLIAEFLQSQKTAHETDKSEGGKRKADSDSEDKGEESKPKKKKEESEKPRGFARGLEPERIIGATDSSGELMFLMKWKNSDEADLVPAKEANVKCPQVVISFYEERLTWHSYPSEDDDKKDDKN
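Compound inhibition of the preformed complex between 50 nM HP1-beta and 50 nM biotinylated H3K9me3 peptide was read by AlphaScreen. Buffer was PBS pH 7.4 with 0.01% Tween-20. Incubations ran 30 min at room temperature, with 10 ug/mL donor/acceptor beads.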
JMJD2A Tudor = JMJD2A Tudor domain (human) inhibition. O75164. AlphaScreen JMJD2A-Tudor / H3K4me3 peptide binding. Potency, µM (titrated, usually from 114 µM), for the others: at the top dose activity change, negative = inhibition, actives largely listed as inhibitors. 4.4% of 390,000 active. AID 504339; further: potency means the concentration at half of the fitted maximal effect; on the % scale 0 is the no-effect control and ±100 the full control effect; nearly all actives have a fitted effect of over 50% in size
BAZ2B block = inhibitors of human BAZ2B bromodomain; Q9UIF8; AlphaScreen BAZ2B-H3K14Ac peptide displacement; Potency, µM (series often up to 114 µM), without a hit: at the top dose activity change, negative = inhibition, most hits filed as inhibitors; 4.4% of 360,000 active; AID 504333; further: potency means the concentration at half of the fitted maximal effect; on the % scale 0 is the no-effect control and ±100 the full control effect; nearly all actives have a fitted effect of over 60% in size
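BAZ2B 50 nM plus b-H3(5-23)K14Ac 50 nM, PBS pH 7.4/0.01% Tween-20, 30 min RT; compound added (max 110 uM), 30 min RT; streptavidin donor/Ni-chelate acceptor beads 10 ug/mL final, 20 min dark; AlphaScreen read.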
The depositor's hits bear a star; i = inactive; ? = inconclusive; / = not tested or not shown; [ ] = remark or other dose. Unless noted, the call rests on the fitted dose curve; in most records, active means well fitted curve in the direction sought with a large enough effect; inconclusive means small, poorly fitted or top-dose-only effect, or another doubt; inactive means no such curve, though single readings can be large; an effect the other way counts as inactive or inconclusive. These rows are one share of the data; rates above refer to the full screens.

SMILES	G9a inh	Pin1 inhibitor	PGK inhibitor	GLS inhibitor	PI4K2A inh	POLH inh	HP1b chromo inh	JMJD2A Tudor	BAZ2B block
O=C(CNC(=O)c1ccco1)Nc1ccc(F)c(Cl)c1	9%	-1%	-8%	-10%	-7	-6%	29%	0%	-12%
CCN(C(=O)COC(=O)c1ccc(=O)n(Cc2ccccc2)n1)C1CCS(=O)(=O)C1 (centres undefined)	-30%	3%	i	-2%	-2	-11%	29%	-3%	5%
CC(Sc1nc(C2CC2)n(-c2ccccc2)n1)C(=O)c1c(N)n(C)c(=O)n(C)c1=O (centres undefined)	24%	-7%	-2%	-2%	4	-17%	48%[activator]	-2%	2%
COc1ccccc1N1CCN(C(=O)c2ccc(COc3cccc4c3OC(C)(C)C4)cc2)CC1	?	0%	7%	-9%	1	-24%	12%	?	-15%
CC(C)OP(=O)(c1ccc(N(C)C)cc1)C(O)c1ccc(Br)cc1 (centres undefined)	6%[12.7 µM]	7%	-8%	0%	6	-16%	8%[57 µM]	-24%	-8%
Cc1ccc(CNC(=O)c2c(C)oc3ncnc(N4CCOCC4)c23)cc1	3%[59 µM]	6%	4%	0%	0	-9%	32%	-5%	10%[57.1 µM]
CCOC(=O)C1CCCN(C(=O)CN2CCN(Cc3ccc(Cl)cc3)C2=O)C1 (centres undefined)	-1%[59 µM]	0%	i	8%	-11	-3%	28%	-13%	1%
Cc1ccc(C(=O)NCCCc2ccccc2)s1	0%[59 µM]	-1%	-14%	-8%	-1	-11%	18%	1%	25%
CC(C)c1nnc(NC(=O)C2CCCN2C(=O)Nc2ccc(F)cc2)s1 (centres undefined)	-22%	4%	-10%	-8%	-4	-16%	-9%	-1%	-30%
Nc1c(Br)c(=O)[nH]c(=O)n1-c1ccccc1	1%	-5%	-3%	-10%	6	-7%	41%[activator]	8%	5%
O=C(CN(C(=O)c1csnn1)c1ccc(Br)cc1)NC1CCCCC1	1%	6%	6%	2%	4	3%	4%	1%	1%
O=C(Nc1ccc(F)cc1)C(c1ccccc1)N1CCN(CC(=O)N2CCOCC2)CC1 (centres undefined)	10µM*	0%	4%	0%	-2	3%	25%	-6%	6%
Cc1cc(C)nc(NCC(O)CNc2ccccc2Cl)n1 (centres undefined)	7.1µM*	-8%	4%	17%	-3	-18%	14%	56µM*	-32%
CCC1CCc2sc(C(=O)NNC(=O)c3ccncc3)cc2C1 (centres undefined)	13%[59 µM]	4%	-3%	21%	-3	0%	32%	-17%	5%
CCOc1cc(C(=O)NCc2ccc3c(c2)CCN3C(=O)c2ccc(F)cc2)cc(OCC)c1OCC	-6%[59 µM]	1%	9%	-10%	-6	-11%	24%	-26%	-15%
CN(C)c1ccc(/C=C(\C#N)c2ccccn2)cc1	?	?	-28%	-1%	?	-13%	85%[activator]	-28%	?
Cc1cccc(NC(=O)Cn2c(=O)n(Cc3ccccc3)c(=O)c3oc4ccccc4c32)c1C	2%[59 µM]	-3%	i	3%	-2	-16%	8%	-23%	-4%
Cc1ccc(S(=O)(=O)Nc2nc(C)cc(NN)n2)cc1	-45%	-9%	-5%	16%	-2	-7%	13%	?	-14%
CCC(CC)C(=O)N1CCN(Cc2nc3ccccc3c(=O)[nH]2)CC1	/	-4%	i	0%	1	-10%	2%	-6%	1%
Cc1nc([N+](=O)[O-])cn1C(C)C	/	0%	-7%	0%	-1	-2%	12%	-3%	-23%

An excerpt from above in order of their number in POLH inh, highest first:
SMILES	G9a inh	Pin1 inhibitor	PGK inhibitor	GLS inhibitor	PI4K2A inh	POLH inh	HP1b chromo inh	JMJD2A Tudor	BAZ2B block
O=C(Nc1ccc(F)cc1)C(c1ccccc1)N1CCN(CC(=O)N2CCOCC2)CC1 (centres undefined)	10µM*	0%	4%	0%	-2	3%	25%	-6%	6%
CCOc1cc(C(=O)NCc2ccc3c(c2)CCN3C(=O)c2ccc(F)cc2)cc(OCC)c1OCC	-6%[59 µM]	1%	9%	-10%	-6	-11%	24%	-26%	-15%
Cc1cccc(NC(=O)Cn2c(=O)n(Cc3ccccc3)c(=O)c3oc4ccccc4c32)c1C	2%[59 µM]	-3%	i	3%	-2	-16%	8%	-23%	-4%

Rewritten bar-delimited: 4 of the compounds above
canonical_smiles | G9a inh | Pin1 inhibitor | PGK inhibitor | GLS inhibitor | PI4K2A inh | POLH inh | HP1b chromo inh | JMJD2A Tudor | BAZ2B block
CCC1CCc2sc(C(=O)NNC(=O)c3ccncc3)cc2C1 (centres undefined) | 13%[59 µM] | 4% | -3% | 21% | -3 | 0% | 32% | -17% | 5%
CCOc1cc(C(=O)NCc2ccc3c(c2)CCN3C(=O)c2ccc(F)cc2)cc(OCC)c1OCC | -6%[59 µM] | 1% | 9% | -10% | -6 | -11% | 24% | -26% | -15%
CN(C)c1ccc(/C=C(\C#N)c2ccccn2)cc1 | ? | ? | -28% | -1% | ? | -13% | 85%[activator] | -28% | ?
Cc1cccc(NC(=O)Cn2c(=O)n(Cc3ccccc3)c(=O)c3oc4ccccc4c32)c1C | 2%[59 µM] | -3% | i | 3% | -2 | -16% | 8% | -23% | -4%

The listing picks up, repeating the four entries before the break.
SMILES	G9a inh	Pin1 inhibitor	PGK inhibitor	GLS inhibitor	PI4K2A inh	POLH inh	HP1b chromo inh	JMJD2A Tudor	BAZ2B block
Cc1cccc(NC(=O)Cn2c(=O)n(Cc3ccccc3)c(=O)c3oc4ccccc4c32)c1C	2%[59 µM]	-3%	i	3%	-2	-16%	8%	-23%	-4%
Cc1ccc(S(=O)(=O)Nc2nc(C)cc(NN)n2)cc1	-45%	-9%	-5%	16%	-2	-7%	13%	?	-14%
CCC(CC)C(=O)N1CCN(Cc2nc3ccccc3c(=O)[nH]2)CC1	/	-4%	i	0%	1	-10%	2%	-6%	1%
Cc1nc([N+](=O)[O-])cn1C(C)C	/	0%	-7%	0%	-1	-2%	12%	-3%	-23%
COc1cccc(Nc2nc3ccc(OC)cc3s2)c1	?	-14%	2%	-14%	7	-26%	3%	-18%	-18%
Cc1ccc2sc(-c3ccc(NC(=O)c4cc(-n5cnnc5)ccc4Cl)cc3)nc2c1	?	3%	-11%	-5%	-4	-1%	41%[activator]	-18%	5%
O=C(CSc1nc(-c2ccccc2)cc(C(F)(F)F)n1)NCc1cccs1	-49%[59 µM]	3%	i	-9%	-4	-14%	57%[activator]	6%[57.1 µM]	-8%
CCOC(=O)N1CCN(C(=O)C(CC)c2ccccc2)CC1 (centres undefined)	10%[59 µM]	1%	16%	5%	2	-16%	9%	1%	5%
O=C(COc1ccc(Cl)cc1)NCC(=O)N/N=C/c1cccs1	-33%	2%	8%	0%	-1	4%	36%	-4%	-32%
Cc1nc(NC(=O)c2ccccc2)sc1-c1csc(NCc2ccccc2)n1	40µM*	22%	-1%	0%	-4	-5%	-12%	?	?
Cc1nc2cc(C(=O)OCC(=O)NC(C)C(C)C)ccc2n1-c1ccccc1 (centres undefined)	-1%[59 µM]	-3%	-8%	-6%	-14	-14%	10%	-26%	-33%
CSCCC(=O)N(C)CC1CCN(CCc2cccc(C(F)(F)F)c2)CC1	8%	0%	i	-5%	-3	-8%	26%	0%	-2%
Cc1cc(F)c(F)c(C(=O)N2CCCCC2C)c1Cl (centres undefined)	-4%[59 µM]	17%	-2%	2%	2	-15%	5%	-17%	-12%
CCOC(=O)c1sc(NC(=O)c2ccco2)nc1C	-26%	29%	-8%	10%	-6	0%	11%	-3%	-8%
COC(=O)C1=C(CS(=O)(=O)c2ccc(OC)c(OC)c2)NC(=O)NC1c1ccc(O)c(OC)c1 (centres undefined)	11%[59 µM]	-4%	10%	7%	2	-18%	35%	-6%	-1%
COc1ccccc1[C@@H]1C(c2cccc(C)c2)=NN(c2ccccc2)[C@H]1C(=O)N1CCOC1=O	71%[activator][59 µM]	17%	-1%	-4%	3	-11%	67%[activator]	7%	41%[activator]
Cc1cc(C)c(C(=O)N2CCCC(C(=O)c3cc(F)ccc3F)C2)o1 (centres undefined)	/	-2%	-4%	1%	-2	-8%	20%	10%	-2%
COc1ccccc1CN1CCN(Cc2nc(Cc3ccccc3)no2)CC1	/	-1%	-2%	-9%	-3	-15%	25%	-9%[11.4 µM]	-13%
CC1CCc2c(nc3ncnn3c2Nc2ccc(OC(F)(F)F)cc2)C1 (centres undefined)	-7%[59 µM]	0%	-3%	2%	-6	-5%	35%	-11%	13%
CSc1ccc(Nc2nn(-c3ccc(OC(F)(F)F)cc3)nc2C(C)=O)cc1	8%[59 µM]	-5%	0%	-8%	-5	-15%	5%	-20%	2%
O=C(Nc1ccc(Cl)cc1F)c1ccccc1Br	-8%[59 µM]	4%	-2%	1%	2	-9%	17%	-4%[57.1 µM]	-7%
CC(=O)NC(CC(=O)OCC(=O)c1ccc(NC(=O)CC(C)C)cc1)c1ccccc1 (centres undefined)	21%[12.7 µM]	4%	?	-25%	-8	?	?	?	?
CCOC(=O)N1CCN(C(=O)c2c(O)c3cccc4c3n(c2=O)CC4)CC1	-59%[12.7 µM]	-5%	3%	-12%	-1	-14%	28%	-14%	?
CNC(=O)CSc1nnc(-c2ccncc2)n1Cc1ccccc1	9%[12.7 µM]	-6%	-4%	-8%	2	4%	19%	-8%	-4%
